Bioassay records deposited in PubChem by National Center for Advancing Translational Sciences (NCATS).
Tb PFK block: qHTS Assay to Find Inhibitors of T. brucei phosphofructokinase. ATP-dependent 6-phosphofructokinase (Trypanosoma brucei brucei), O15648. T. brucei PFK, ADP-Glo luminescence. Potency, µM (top dose mostly 57.5 µM), for the others: at the top dose activity, negative = inhibition, hits mostly inhibitors. 330,000 compounds, 0.17% hits;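 note: potency is the fitted concentration of half-maximal effect; 0% = uninhibited 1x PFK enzyme wells and -100% = no-enzyme wells; nearly all actives have a fitted effect of over 60% in size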
Target sequence (O15648 whole entry, looked up): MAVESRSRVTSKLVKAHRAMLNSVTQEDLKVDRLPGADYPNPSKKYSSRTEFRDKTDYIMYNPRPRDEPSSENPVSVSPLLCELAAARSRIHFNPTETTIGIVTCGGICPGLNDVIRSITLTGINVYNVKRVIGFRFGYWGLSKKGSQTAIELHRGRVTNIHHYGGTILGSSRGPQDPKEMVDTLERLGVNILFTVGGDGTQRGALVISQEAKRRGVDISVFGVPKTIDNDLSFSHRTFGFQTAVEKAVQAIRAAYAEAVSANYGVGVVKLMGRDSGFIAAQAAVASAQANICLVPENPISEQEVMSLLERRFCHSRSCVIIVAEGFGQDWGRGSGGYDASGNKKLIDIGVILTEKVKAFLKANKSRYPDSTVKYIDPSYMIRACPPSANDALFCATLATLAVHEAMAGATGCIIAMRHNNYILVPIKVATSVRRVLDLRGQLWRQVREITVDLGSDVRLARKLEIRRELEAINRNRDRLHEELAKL
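Luminescent ADP detection (ADP-Glo, two-step: ATP depletion then ADP-to-ATP conversion for luciferase) reported PFK activity after 45 min room-temperature reaction of 1.25 nM enzyme with 0.5 mM F6P and 0.1 mM ATP at pH 8.0.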
ELG1 genotoxic: qHTS screen for small molecules that induce genotoxicity in human embryonic kidney (HEK293T) cells expressing luciferase-tagged ELG1; HEK293T ELG1-luciferase reporter, luminescence, 16 h; Potency, µM (series often up to 46 µM), inactives show top-dose activity change, positive = activation, usual class: activators; 330,000 compounds, 1.3% hits; AID 504466, 2011; note: potency is the fitted concentration of half-maximal effect; % of control where 0% means no effect; nearly all actives have a fitted effect of over 60% in size
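Cells (2,000/well) expressing the ELG1-luciferase fusion are dosed by pin tool and kept 16 hr at 37 °C, 5% CO2. Signal comes from ONE-Glo luciferase reagent after 30 min at room temperature.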
KCNH2 3.1 inh: qHTS for Inhibitors of KCHN2 3.1: Mutant qHTS | U2OS KCNH2 3.1, thallium flux FluxOr; hits give low values | activity change, % (tested at about 1.8 µM) | 340,000 compounds, 0.95% hits | AID 720553, 2013;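 active = maximum activity change below -70%; inconclusive = maximum activity change from -70% to -50%; inactive = maximum activity change above -50%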;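 note: thallium influx rate constant from kinetic fluorescence after stimulation buffer; % is set by controls: 0 for no effect and ±100 for the full control effect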
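Kinetic fluorescence (2 min after stimulation buffer) measures Tl+ influx through KCNH2 3.1 expressed by viral transduction in U2OS cells; the rate constant is normalized against DMSO controls serving as positive and negative references.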
Rab9 promoter act: qHTS Assay for Rab9 Promoter Activators; Huh7 Rab9 promoter-luciferase reporter, luminescence, 24 h; Potency, µM (doses to about 9.22 µM), without a hit: at the highest dose activation, negative = inhibition, usual class: activators; 320,000 compounds, 2.8% hits; note: potency is the fitted concentration of half-maximal effect; % of control where 0% means no effect; nearly all actives have a fitted effect of over 60% in size
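Huh7 cells stably carrying a Rab9 promoter-luciferase reporter, 1500 cells per well in OP-MEM I with 10% FBS, treated with compound 24 hours at 37C. Luciferase activity read by luminescence after 10 minutes with Amplite reagent.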
Giardia killer: Small Molecules that selectively kill Giardia lamblia: qHTS; Giardia lamblia trophozoite viability; activity change, % at 7.66 µM, hits read low; AID 540267, 2011; 340,000 compounds, 0.15% hits; in the data active = activity change below about -80%; inconclusive = between about -30% and that limit;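 note: parasites exposed to compound for two days anaerobically before the ATP read; % is set by controls: 0 for no effect and ±100 for the full control effect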
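Compounds were tested on trophozoites seeded at 100 cells/well and held 48 hrs at 37 deg C anaerobically. An ATP-based luminescent kit measured the remaining live cells.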
Gal4-VP16 FLuc: VP16 counterscreen qHTS for inhibitors of ROR gamma transcriptional activity; Drosophila S2 Gal4-VP16 UAS-luciferase, luminescence, 20 h; Potency, µM (titrated, usually from 53.6 µM), without a hit: at the top dose activity, negative = inhibition, actives largely listed as inhibitors; 310,000 compounds, 3.5% hits; AID 2546, 2010;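 note: Gal4-VP16 expression switched on by copper sulfate through the metallothionein promoter; potency is the fitted concentration of half-maximal effect; % is set by controls: 0 for no effect and ±100 for the full control effect; nearly all actives have a fitted effect of over 50% in size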
uPA generation: qHTS for Inhibitors of Cell Surface uPA Generation; cell surface uPA generation assay, qHTS; Potency, µM (highest dose often 38.3 µM), inactives show top-dose activity change, negative = inhibition, most hits filed as inhibitors; 330,000 compounds, 0.31% hits; active = well fitted inhibition curve with a large enough effect; inconclusive = small, poorly fitted or top-dose-only effect; inactive = no such curve, though single readings can be large or run the other way; tested in mouse RAW 264.7 cells; note: potency is the fitted concentration of half-maximal effect; % is set by controls: 0 for no effect and ±100 for the full control effect; nearly all actives have a fitted effect of over 55% in size
FLuc modulator: qHTS profiling assay for firefly luciferase inhibitor/activator using purifed enzyme and Km concentrations of substrates (counterscreen for miR-21 project); Luciferin 4-monooxygenase (Photinus pyralis), P08659; purified FLuc, Km substrates, luminescence inhibition; Potency, µM (highest dose often 57.5 µM), without a hit: at the top dose activity change, negative = inhibition, hits mostly inhibitors; 360,000 compounds, 6.9% hits;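 note: potency is the fitted concentration of half-maximal effect; plate controls were vehicle for no effect and reference inhibitor for full effect; nearly all actives have a fitted effect of over 55% in size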
Target sequence (P08659 whole entry, looked up): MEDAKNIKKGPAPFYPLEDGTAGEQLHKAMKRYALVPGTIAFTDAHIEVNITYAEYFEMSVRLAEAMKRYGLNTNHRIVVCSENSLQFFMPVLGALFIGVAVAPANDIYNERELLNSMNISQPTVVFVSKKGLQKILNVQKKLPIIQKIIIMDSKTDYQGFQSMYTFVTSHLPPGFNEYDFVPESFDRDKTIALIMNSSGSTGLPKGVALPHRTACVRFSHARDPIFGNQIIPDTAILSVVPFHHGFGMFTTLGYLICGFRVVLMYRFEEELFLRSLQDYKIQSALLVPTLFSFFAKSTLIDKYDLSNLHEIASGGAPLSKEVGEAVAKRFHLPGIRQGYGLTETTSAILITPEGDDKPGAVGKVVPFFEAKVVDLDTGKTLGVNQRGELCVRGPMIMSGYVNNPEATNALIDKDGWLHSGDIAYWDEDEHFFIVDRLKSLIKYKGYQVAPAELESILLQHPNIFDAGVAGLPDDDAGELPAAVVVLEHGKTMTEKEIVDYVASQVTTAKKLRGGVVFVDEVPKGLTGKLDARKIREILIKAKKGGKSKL
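Purified P. pyralis luciferase (10nM final) with 10uM D-luciferin and 10uM ATP (Km levels) in 50mM Tris acetate pH 7.5, 10mM Mg acetate, 0.01% Tween-20, 0.05% BSA; qHTS 6-point titration, ~60 µM downward; luminescence read.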
NPC1 prom act: qHTS Assay for NPC1 Promoter Activators | Huh7 NPC1 promoter luciferase reporter, 24 h | Potency, µM (titrated, usually from 9.22 µM), inactives show at the top dose activation, most hits filed as activators | 320,000 compounds, 2.4% hits;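 note: potency is the fitted concentration of half-maximal effect; % of control where 0% means no effect; nearly all actives have a fitted effect of over 60% in size; reporter is driven by a mutant NPC1 promoter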
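Huh7 reporter cells (NPC1 promoter driving luciferase) are dosed with compound for 24 h at 37 °C, 5% CO2; luciferase detection reagent is then added and luminescence measured after 10 min at ambient temperature.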
Coupling enz: qHTS Assay for Inhibitors of Fructose-1,6-bisphosphate Aldolase from Giardia Lamblia: Coupling assay counterscreen; coupling enzyme system counterscreen, AmpLite Red fluorescence; activity change, negative = inhibition, % at 58.2 µM, hits read low; 290,000 compounds, 0.67% hits; AID 2472, 2010; in the data active = activity change below about -30%; note: % is set by controls: 0 for no effect and ±100 for the full control effect
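Counterscreen of the coupled detection system alone, without aldolase: glyceraldehyde-3-phosphate coupling enzymes plus AmpLite Red readout. Compounds at 57.5 uM final, 10 min RT preincubation, 20 min RT reaction, fluorescence 525/598 nm.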
RORgamma inh: qHTS for inhibitors of ROR gamma transcriptional activity; Nuclear receptor ROR-gamma (Mus musculus), P51450; Drosophila S2 Gal4-RORgamma UAS-luciferase reporter, 20 h; Potency, µM (highest dose often 53.6 µM), for the others: at the top dose activity change, negative = inhibition, most hits filed as inhibitors; 310,000 compounds, 5.4% hits; note: potency is the fitted concentration of half-maximal effect; % is set by controls: 0 for no effect and ±100 for the full control effect; nearly all actives have a fitted effect of over 60% in size
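Drosophila Schneider cells stably carrying a metallothionein-driven Gal4 DBD–ROR gamma fusion and a UAS-Photinus luciferase reporter were exposed to compound for 1 hr, then induced with copper sulfate (700 uM final) for 20 hr at ambient temperature before luminescence reading.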
* marks the source's active call; other numbers are inactive results; u = inconclusive; x = not tested or not shown; & = joins results of further samples; [ ] = another dose, or the depositor's remark. Unless noted, calls come from the whole dose curve; as a rule, active = well fitted curve in the direction sought with a large enough effect; inconclusive = small, poorly fitted or top-dose-only effect, or another doubt; inactive = no such curve, though single readings can be large; an effect the other way counts as inactive or inconclusive.

SMILES	Tb PFK block	ELG1 genotoxic	KCNH2 3.1 inh	Rab9 promoter act	Giardia killer	Gal4-VP16 FLuc	uPA generation	FLuc modulator	NPC1 prom act	Coupling enz	RORgamma inh
O=C(NC1CCSC1=O)c1cccc(C(=O)NC2CCSC2=O)c1 (stereo not given)	-29%	1%	-8	8%	-7	4%	4%	-1%	11%	-3	-14%
Fc1cccc(Cl)c1Cn1nnc(-c2ccc(N3CCOCC3)cc2)n1	1%	u	-5	-7%	-7	3%	-1%	u	-1%	4	11%
Cc1c(NC(=O)c2n[nH]c(=O)c3ccccc23)c(=O)n(-c2ccccc2)n1C	2%	0%	14	-2%	2	1%	-1%	4%	1%	1	6%
O=C(CC12CC3CC(CC(C3)C1)C2)NC(Cc1ccccc1)C(=O)O (stereo not given)	-7%	0%	3	-2%	-13	2%	-2%	-3%	0%	10	21%
O=C(Cc1ccc(Br)cc1)NC1CCSC1=O (stereo not given)	-13%	-1%	6	-3%	-5	-8%	-1%	-4%	-1%	5	7%
Cc1noc(C)c1C(=O)N1CCC(CO)(Cc2ccccc2)CC1	0%	0%	2	4%	-24	2%	1%	4%	-4%	7	u
Cc1cc(C(=O)Nc2cccc3ncccc23)no1	2%	-4%	1	1%	-12	-8%	-1%	-4%	1%	-1	8%
Cc1cccc(/C=C2\Sc3ccc(C(=O)N4CCC(C)CC4)cc3N(C)C2=O)c1	2%	-5%	-9	9%	4	-3%	-1%	-3%	-6%	-1	-6%
CC(C)CN1C(=O)/C(=C/c2c(N3CCc4ccccc4C3)nc3ccccn3c2=O)SC1=S	2%	4%	x	3%	x	2%	x	-18%	-2%	-1	22%
O=C(COC(=O)/C=C/c1ccccc1)NCCNC(=O)COC(=O)/C=C/c1ccccc1	0%	0%	-7	0%	-10	x	0%	1%	-10%	x	x
Cc1ccc(C)c(S(=O)(=O)N2CCN(CC(=O)Nc3ccc4c(c3)OCCO4)CC2)c1	-3%	-2%	-15	2%	-5	4%	1%	8%	1%	1	-8%
CCOC(=O)[C@H]1[C@H]2COc3ccccc3[C@@H]2N2C(=O)CNC(=O)[C@@]12C	1%	1%	x	-5%	16	x	18%	2%	2%	x	x
Cc1ccc(CCNC(=O)C2CCCN(C(=O)c3cc4sccc4n3C)C2)cc1 (stereo not given)	-10%	-13%	-8	-7%[1.84 µM]	0	16%	-3%	4%	-3%	1	15%
CSc1nnc(Cc2sc(-c3ccccc3)nc2-c2ccccc2)o1	-3%	-2%	-27	-1%	5	u	-4%	u	6%	-3	16%
O=C(Nc1nc2c(ccc3ccccc32)s1)c1cc([N+](=O)[O-])ccc1N1CCOCC1	-9%	u	x	-6%	x	7%[10 µM]	x	u	1%	-18	-11%
O=[N+]([O-])c1nn(-c2ccc3c(c2)OCCO3)n(O)c1=Nc1ccccc1	-1%	-4%	-5	-38%[inhibitor]	u	u	-4%	12µM*	-18%	4	14%[10 µM]
CC(Oc1cccc(Cl)c1)C(=O)Nc1ccccc1N1CCCC1 (stereo not given)	16%	-9%	-22	-1%	9	x	-6%	-12%	0%	x	x
O=C(CCc1nnc(Cc2cccc(C(F)(F)F)c2)o1)NCC(F)(F)F	-15%	6%	-9	-3%	12	-13%	5%	-10%	0%	0	23%
COc1ccc(NC(=O)Cn2nnc(-c3ccccc3F)n2)cc1Cl	-1%	-1%	-9	-13%	17	-16%	1%	-1%	1%	0	-37%
CCOc1cc(N2CCOCC2)c(OCC)cc1NC(=O)CN1C(=O)NC2(CCCCC2C)C1=O (stereo not given)	-1%	3%	-1	3%	7	x	23%	0%	-2%	x	x
O=C1[C@@H]2Cc3c([nH]c4ccccc34)C(c3cccc(Br)c3)N2C(=O)CN1C1CCN(Cc2ccccc2)CC1 (stereo not given in full)	-4%	-2%	-46	-4%	9	u	-6%	0%	-15%	-5	u
O=C(C[n+]1ccccc1)Nc1cc(C(F)(F)F)ccc1Cl	0%	0%	2	2%	-1	u	4%	1%	-1%	-6	-5%
CCCCn1c(SCC(=O)N2CCOCC2)nnc1-c1cccs1	0%	-5%	-1	-5%	-3	-9%	x	1%	-5%	2	-5%
COc1cc(/C=C2\SC(=S)N(CCC(=O)Nc3ccccc3)C2=O)cc(OC)c1OC	0%	0%	11	-8%	8	9%	7%	5%	-1%	1	-10%
COc1ccccc1Oc1ccc(N/C=C/C(=O)c2ccc(C)o2)cc1	3%	12%	x	u	7	u	3%	7.6µM*	u	-1	u
Cc1ccc2c(C)c(C(=O)N(C)C(C)c3ccon3)oc2c1C (stereo not given)	-2%	u	13	3.2µM*	-12	3%	2%	15µM*	u	1	2%
CC1=C(C(=O)OC2CCCCC2)C(c2ccccc2Br)NC(=O)N1 (stereo not given)	1%	-6%	-2	-4%	-5	5%	15%	0%	-5%	2	-1%[1.91 µM]
COC(=O)[C@]1(Cc2ccccc2)N[C@H](CN(C)C(=O)COc2ccccc2)[C@@H]2C(=O)N(Cc3ccccc3)C(=O)[C@@H]21	-7%	1%	-9	x	-28	x	-3%	x	x	x	x
Cc1ccc(Nc2nc(CSc3nnc(-c4cccnc4)n3-c3ccccc3C)cs2)cc1	1%	1%	2	2%	0	u	0%	11µM*	3%	-1	5µM*
CCN1C(=O)C(CC(=O)Nc2ccc(F)cc2)N(Cc2cccs2)C1=S (stereo not given)	1%	-10%	-11	-27%	6	-2%[10 µM]	6%	-2%	-4%	-1	u
NC(=O)C1Cc2ccccc2CN1S(=O)(=O)c1cccs1 (stereo not given)	0%	2%	7	-1%	2	-3%	3%	-1%	0%	0	-1%
CC(C)(C)C(=O)c1cn(CC(=O)O)c2ccccc12	1%	-7%	19	0%	31[activator]	-2%	4%	-2%	-19%	-7	-23%
CCN(CC)S(=O)(=O)c1cccc(C(=O)OC2CC(C)OC2=O)c1 (stereo not given)	-2%	-3%	-2	-6%	-2	4%	2%	-1%	-1%	-1	-14%
Cc1ccnc(SCC(=O)c2ccc(Br)cc2)c1C#N	1%	12%	-45	2.8µM*	7	0%	1%	21µM*	3.5µM*	2	u
CS(=O)(=O)Nc1ccc(C(=O)NCc2ccccn2)cc1	0%	-1%	-2	2%	18	-15%	x	4%	1%	4	u
Cc1ccc(N(CC(=O)NC(C)c2ccccc2)S(=O)(=O)c2cccs2)cc1 (stereo not given)	0%	0%	-8	-3%	-4	2%	-5%	4%	-4%	1	26%
CCC(=O)NNC(=O)Cc1c(C)n(C(=O)c2ccc(Cl)cc2)c2ccc(OC)cc12	1%	0%	-15	0%	-4	-13%	3%	2%	2%	4	24%
COc1ccc(/C=N/NC(=O)CSc2n[nH]c(=O)[nH]c2=O)cc1	u	0%	-7	-5%	1	-18%	1%	u	3%	6	-9%
COc1ccc(Cl)cc1NC(=O)N1CCN(CCc2ccccc2)CC1	-3%	4%	1	-7%	-4	x	x	6%	-2%	4	-8%[0.365 µM]
CC(=O)O/N=C(\N)c1cnn2c(C(F)(F)F)cc(C(F)(F)F)nc12	0%	-3%	7	-4%	17	-13%	6%	-1%	-1%	-2	15%
COc1ccc(NC(=O)C2CCC(CNS(=O)(=O)c3cccs3)CC2)cc1OC (stereo not given)	0%	-5%	-21	-1%	-2	-6%	8%	6%&-2%	-1%	2	8%
CCOc1ccccc1NC(=O)C1CCN(S(=O)(=O)c2c(C)nn(C)c2C)CC1	-1%	0%	-6	-2%	-1	3%	u	0%	3%	3	3%
COc1ccc(NC(=S)NCCc2c[nH]c3ccccc23)cc1	-1%	1%	6	-2%	-13	13µM*	7%	-17%	6%	1	14µM*
COC(=O)c1ccc(Cl)c(NC(=O)CN2CCN(C)CC2)c1	0%	0%	5	0%	-15	7%	-3%	0%	-1%	3	20%
COCCCNC(=O)c1ccc(S(=O)(=O)c2ccc(Cl)cc2)c(NC(C)=O)c1	-5%	0%	14	-7%	10	2%	8%	0%	1%	2	-1%
O=C(NCc1ccco1)c1ccc(-c2ccc(Cl)cc2)o1	-2%	3%	1	25%	u	u	-9%	15µM*	18%	0	u
NS(=O)(=O)c1ccc(CCNC(=O)c2ccccc2[N+](=O)[O-])cc1	0%	0%	-4	1%	7	1%	3%	4%	-2%	3	-19%
